# Source: PubChem (several laboratories)
# ARFGAP1 inh: inhibits rat ARF GTPase activating protein 1; Q62848; Arfgap1-stimulated ARF1 GTP hydrolysis, GDP FP detection; inhibition, % at 16.5 µM; 360,000 compounds, 0.26% hits;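 active = inhibition above a per-plate limit, mean inhibition of low control wells plus 3 SD, cut at about 25% in these data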;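 also: 0% = DMSO wells with enzyme and 100% = wells lacking Arfgap1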
# Target sequence (Q62848 1-136 limits assumed): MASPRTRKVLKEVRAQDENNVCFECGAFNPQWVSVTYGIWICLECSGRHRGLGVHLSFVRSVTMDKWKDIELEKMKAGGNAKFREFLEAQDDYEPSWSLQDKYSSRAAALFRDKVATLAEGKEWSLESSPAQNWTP
#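 Material – truncated rat Arfgap1 GAP domain · Buffer or medium – HEPES-based buffer, pH 7.5 · Reagent – human ARF1(Δ1-17)-GTP substrate · Dosing – 16.5 µM single point, 1.26% DMSO · Schedule – GTP hydrolysis reaction 2 h at 25 °C · Technique – GDP detection by fluorescence polarization · Benchmarks – No-Arfgap1 wells (100%) versus DMSO full-reaction wells (0%) · Repeats – single replicate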
# GC-A act: GC-A (human) enzyme activation; activation, % at 10 µM; P16066; HEK293 GC-A cells, cGMP TR-FRET, EC30 ANP; 0% at EC30 ANP, 100% saturating ANP; AID 1671463; 370,000 compounds, 0.14% hits; in the data active = activation above about 40%
# sPLA2-III inh: Inhibits HGIII-sPLA2 liposome hydrolysis, primary screen | 370,000 compounds, 0.56% hits | QFRET BODIPY PC-A2 liposome hydrolysis, fluorescence | inhibition, % at 12.2 µM | AID 743126;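 active = inhibition above mean plus 3 SD of compounds lying within the high and low control bounds, cut at about 19% in these data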;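 also: 0% = median of test compound wells and 100% = no enzyme DMSO wells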
# NPR2 activator: GC-B (human) receptor activation; AID 1920062; activation, % at 10 µM; P20594; 370,000 compounds, 0.11% hits; HEK293-GC-B cells, CNP EC30, cGMP TR-FRET; 0% at EC30 CNP, 100% saturating CNP;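 active = activation at 10 µM reaching about 35% in either raw or pattern-adjusted values, limit read from the data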
# ASAP1 GAP inh: inhibitors of human ASAP1 ArfGAP activity | inhibition, % at 16.5 µM | 360,000 compounds, 0.19% hits | ASAP1-stimulated ARF1 GTP hydrolysis, GDP FP detection | AID 624377; in the data active = inhibition above about 25%;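 also: 0% = vehicle with enzyme and substrate and 100% = no enzyme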
# Target sequence (Q9ULH1 325-724 limits assumed): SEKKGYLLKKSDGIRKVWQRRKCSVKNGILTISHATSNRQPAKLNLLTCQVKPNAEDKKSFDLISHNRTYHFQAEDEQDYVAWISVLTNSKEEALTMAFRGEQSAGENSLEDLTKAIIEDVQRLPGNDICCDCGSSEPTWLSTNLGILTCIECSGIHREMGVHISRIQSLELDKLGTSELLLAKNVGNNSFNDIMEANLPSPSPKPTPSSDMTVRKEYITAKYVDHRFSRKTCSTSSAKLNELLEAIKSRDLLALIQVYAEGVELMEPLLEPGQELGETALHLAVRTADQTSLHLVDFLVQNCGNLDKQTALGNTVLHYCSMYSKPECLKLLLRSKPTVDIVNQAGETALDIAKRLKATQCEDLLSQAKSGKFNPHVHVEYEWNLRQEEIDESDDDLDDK
# rCAG RNA binder: r(CAG) repeat RNA binding; inhibition, % at 3 µM; AID 651821; 370,000 compounds, 1.3% hits; TO-PRO-1 dye displacement fluorescence;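 active = inhibition above the plate cutoff, the mean of all test compounds on that plate plus 3 SD, cut at about 35% in these data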;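 also: 0% = DMSO alone and 100% = 100 µM mitoxantrone as full dye displacement; higher means more dye released from RNA so lower well fluorescence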
# ADAM10 inh: inhibits human ADAM10 | O14672 | recombinant ADAM10, EDANS/DABCYL FRET peptide cleavage, 3 h | inhibition, % at 7 µM | 370,000 compounds, 0.62% hits | AID 720582;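 active = inhibition above a per-campaign cutoff equal to the mean of compounds falling between control-based bounds plus 3 SD, cut at about 20% in these data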;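 also: 0% = DMSO wells while the 100% control is not disclosed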
# Tn6 DDE FP: inhibitors of Tn6 peptide binding to human fibrin DD(E) | P02675 | Fibrin DD(E) TRITC-Tn6 fluorescence polarization displacement | inhibition, % at 8.3 µM | 370,000 compounds, 0.21% hits;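 active = inhibition above a per-campaign cutoff: mean of compounds within control limits plus 3 SD, cut at about 15% in these data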;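 also: 0% = median of all compound wells on the plate and 100% = blocking peptide control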
# Target sequence (P02675 whole entry, looked up): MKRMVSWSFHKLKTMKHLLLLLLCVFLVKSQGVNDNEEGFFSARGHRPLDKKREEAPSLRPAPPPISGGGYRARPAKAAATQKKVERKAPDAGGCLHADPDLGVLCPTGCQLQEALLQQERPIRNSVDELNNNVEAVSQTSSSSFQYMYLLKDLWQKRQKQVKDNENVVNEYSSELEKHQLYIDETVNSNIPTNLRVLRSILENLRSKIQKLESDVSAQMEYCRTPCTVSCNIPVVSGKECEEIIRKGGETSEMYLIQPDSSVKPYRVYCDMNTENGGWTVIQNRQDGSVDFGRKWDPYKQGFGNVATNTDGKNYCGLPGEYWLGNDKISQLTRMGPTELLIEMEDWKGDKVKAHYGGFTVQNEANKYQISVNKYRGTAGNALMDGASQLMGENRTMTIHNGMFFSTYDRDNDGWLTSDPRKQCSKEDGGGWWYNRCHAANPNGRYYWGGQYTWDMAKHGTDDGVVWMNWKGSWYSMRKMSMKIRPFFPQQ
# proKLK7 act: proKLK7 (human) activation, primary screen; AID 652039; 370,000 compounds, 0.9% hits; activation, % at 7 µM; purified proKLK7, EDANS-DABCYL substrate fluorescence; 100% is mature enzyme control, 0% vehicle;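 active = activation above the mean of all tested compounds plus 3 SD, computed per campaign excluding outliers beyond control limits, cut at about 13% in these data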
# FXN GAA850 act: activators of GAA850 frataxin (FXN) promoter | HEK293 lucGAA850 FXN promoter luciferase reporter, 24 h; percent of 10 µM SAHA response | activation, % at 6 µM | 360,000 compounds, 0.56% hits | AID 540364;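 active = activation above the average of all compounds screened plus 3 SD, cutoff fixed separately per campaign, cut at about 7.5% in these data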;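 also: 0% = DMSO wells and 100% = 10 µM SAHA wells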
# * hit, by the source's call; . = not tested or not shown.
# Results follow in this order: ARFGAP1 inh	GC-A act	sPLA2-III inh	NPR2 activator	ASAP1 GAP inh	rCAG RNA binder	ADAM10 inh	Tn6 DDE FP	proKLK7 act	FXN GAA850 act
> C/C(=N/NC(=O)Cc1cccs1)c1cccc([N+](=O)[O-])c1
    .	-1	-2	-2	.	2	-2	1	0.3	.
> O=[N+]([O-])c1cccc(S(=O)(=O)N2CCCCCC2)c1
    -7	0	8	2	-11	3	-5	-9	0.5	0.4
> Cc1ccc(S(=O)(=O)NCC(=O)OCC(=O)Nc2ccc(C)c(S(=O)(=O)N3CCOCC3)c2)cc1
    -2	2	-27	-3	8	4	5	-1	0.2	-1.0
> O=C(CNCc1ccccc1Cl)NCc1ccco1
    -1	1	2	6	-8	-1	5	-1	-0.3	-1.6
> O=C(NCc1ccccc1F)c1ccc(S(=O)(=O)N2CCCC2)cc1
    -5	4	1	0	6	-1	-14	2	0.7	-0.5
> Cc1csc(NC(=O)CCS(=O)(=O)c2ccc(Br)cc2)n1
    -4	3	7	-1	3	-2	-3	-5	-0.3	0.7
> CCSc1nnc2nc(C)cc(C)n12
    -9	-3	7	1	1	1	-4	-1	-0.7	-0.3
> Cc1ccc(S(=O)(=O)N2CCOCC2)cc1NC(=O)COC(=O)C1COc2ccccc2O1 (configuration not stated)
    9	-2	3	-1	-9	-2	9	-1	-1.1	3.3
> COc1ccc(NC(=O)CN2CCN(CC(=O)Nc3ccccc3Cl)CC2)cc1
    6	-2	-12	1	-14	-6	-26	4	0.3	0.9
> Cc1cc(Nc2ncc(Cl)cc2Cl)n(-c2ccccc2C)n1
    -4	4	-10	7	-1	1	3	-2	0.4	2.5
> CSc1nccn1C(=O)c1ccccc1[N+](=O)[O-]
    -9	-1	2	6	1	1	-49	-6	-0.3	-0.5
> C#CCOCCOCCOCCNc1nc(N2CCN(C(=O)[C@H](CCC(=O)O)n3cc([C@@H](N)CO)nn3)CC2)nc(N2CCN(C(=O)[C@H](CCC(=O)O)n3cc([C@@H](N)CCSC)nn3)CC2)n1
    -5	-1	17	-6	-7	6	-8	-1	0.1	-0.7
> O=C1NC[C@H](CCCCN2C[C@H](Cc3ccccc3)N(CCc3ccc(O)cc3)C(=O)C2=O)N(CCC2CCCCC2)C1=O
    -2	2	-18	2	-15	4	-1	0	0.6	.
> O=C1CCCC2=C1C(c1cccs1)n1nc(SCc3ccccc3F)nc1N2 (configuration not stated)
    -1	-2	-4	2	-11	3	-101	2	-10	-0.8
> Cc1nc(C(F)(F)F)ccc1C(=O)N1CCCC1(C)C(=O)NCC(C)C (configuration not stated)
    -17	2	9	-2	2	0	-15	0	0.3	0.9
> CCN(CC)S(=O)(=O)c1ccc(N2CCN(S(=O)(=O)c3ccccc3)CC2)nc1
    8	-4	-1	-1	-5	0	1	4	-0.3	-0.7
> CSc1ccc(C(=S)N2CCN(C(c3ccccc3)c3ccccc3)CC2)cc1
    18	1	2	3	-18	3	1	-1	1.2	1.6
> CSCC(C)N1CCC(Oc2cccc(C(=O)NCc3ccccn3)c2)CC1 (configuration not stated)
    -9	-2	0	3	-3	-19	-6	1	0.4	1.3
> COc1ccc(S(=O)(=O)N2CCCCCC2)cc1NC(=O)CCNC(=O)c1ccccc1Cl
    -1	-1	-10	10	-11	7	7	-3	0.4	0.8
> CCC(C)NC(=O)CSc1nc2ccccc2c(=O)n1Cc1ccc(OC)cc1 (configuration not stated)
    5	-11	5	1	6	0	0	9	0.3	-1.8
> O=C(NCCCN1CCOCC1)c1ccc([N+](=O)[O-])cc1[N+](=O)[O-]
    -9	0	-3	-5	-1	-1	-4	0	-1.2	1.1
> Cc1cccc(-n2c(CCc3ccccc3)nnc2SCC(=O)c2ccccc2)c1
    -11	-14	-40	-8	2	-3	3	-3	-0.2	0.1
> Cc1nc2ccc(NC(=O)c3cc([N+](=O)[O-])cc([N+](=O)[O-])c3Cl)cc2s1
    -7	80*	-9	21	12	94*	8	-9	0.6	3.1
> O=C(NCCCl)Nc1ccccc1OCCOc1ccccc1NC(=O)NCCCl
    -2	-1	13	-8	12	12	0	-12	-0.6	-3.1
> Cc1cc(C(C#N)c2ccccc2F)n2ncnc2n1 (configuration not stated)
    -1	2	-3	-1	-14	4	-36	2	3.3	-0.4
> Cc1ccccc1-n1c(Cn2c(=O)sc3ccccc32)nnc1SCC(=O)Nc1nccs1
    -7	-4	14	-4	-2	4	-19	1	-0.1	1.2
> CCn1c(-c2cc(Cl)ccc2OC)n[nH]c1=S
    3	-4	14	-3	3	-3	-3	2	-0.3	1.2
> O=[N+]([O-])c1ccc(C[n+]2cccc3ccccc32)cc1
    -10	1	9	2	2	-15	5	-4	-0.1	0.1
> CCOc1ccc(CC(=O)Nc2cc(=O)n(C)c(=O)n2C)cc1
    1	2	-2	3	-11	-3	3	1	-0.5	-1.5
> O=C(C[C@H]1C=C[C@@H](NC(=O)Cc2cccnc2)[C@@H](CO)O1)NCc1ccc2c(c1)OCO2
    -2	4	1	-2	7	4	-10	7	-0.1	.

# (cont.)
# Results follow in this order: ARFGAP1 inh	GC-A act	sPLA2-III inh	NPR2 activator	ASAP1 GAP inh	rCAG RNA binder	ADAM10 inh	Tn6 DDE FP	proKLK7 act	FXN GAA850 act
> Cc1c(CCOC(=O)C23CC4CC(CC(C)(C4)C2)C3)sc[n+]1Cc1ccccc1
    -14	2	-1	5	1	-2	-5	7	0.7	3.4
> O=C(NCc1ccccc1Cl)C1CCN(S(=O)(=O)c2ccc(N3CCCC3=O)cc2)CC1
    -13	0	1	-2	-3	1	0	-2	0.0	-2.3
> CC(C)(C)c1ccc2c(c1)OC(C(=O)N/N=C\c1ccc(-c3cccc(C(=O)O)c3)o1)CO2 (configuration not stated)
    -17	-8	-15	-5	-6	41*	-37	-6	1.6	1.1
> Cc1oc(-c2ccccc2)cc1C(N)=O
    18	3	-1	6	-5	0	0	6	0.1	1.2
> Cc1cccc2cc(CN(CCCO)C(=O)Nc3ccc(Cl)cc3)c(=O)[nH]c12
    15	-9	-23	-19	7	-2	-6	0	0.2	-1.9
> COc1cc(NC(=S)NN2CCN(C)CC2)cc(OC)c1OC
    1	1	3	4	-4	-4	0	-14	-0.1	0.0
> Cc1c(NC(=O)COC(=O)/C=C/c2cccc(Cl)c2)c(=O)n(-c2ccccc2)n1C
    13	2	9	-2	-1	0	-16	2	0.0	2.8
> COc1ccc(CCNC(=O)c2cc3c(=O)n(C)c4ccccc4c3n2C)c(OC)c1
    -2	3	3	-10	-19	0	-3	6	0.1	3.6
> CN1OC[C@@H]2CN(C(=S)Nc3cc(C(F)(F)F)cc(C(F)(F)F)c3)[C@H](c3ccccc3Br)C[C@@H]21
    10	-8	0	-1	12	-1	0	3	0.5	.
> CCOC(=O)C1=C(C)Nc2ccccc2N=C1NC(=O)c1oc2ccccc2c1COC
    -11	-22	2	-18	-4	3	-5	2	-0.2	-6.2
> CC1(C)Oc2ccc3ccc(=O)oc3c2/C(=C/O)C1=O
    -12	-3	1	1	-7	4	-342	-1	1.3	0.8
> CCOc1ccccc1CN1CCN(CC2=Cc3cc(OC)ccc3OC2)CC1CCO (configuration not stated)
    13	-3	-9	0	10	-2	-10	-2	0.5	-1.8
> COC(=O)c1ccccc1NC(=O)CCCn1nc([N+](=O)[O-])c(Br)c1C
    4	-1	-3	0	-4	-4	2	12	-0.9	1.7
> C=CCNC(=O)CCCCCNS(=O)(=O)c1ccc(OC)cc1
    -2	4	0	-1	-2	-1	6	12	-0.2	0.9
> OC(c1ccccc1)(c1ccccc1)C1CCN(CCCOc2ccc3c(c2)CCCC3)CC1
    17	-20	-5	-7	14	4	1	1	0.8	.
> COC(=O)c1c(-c2cccc(OC)c2)csc1N
    19	1	-2	-3	13	5	3	1	0.8	0.5
> CC(=O)N1c2ccc(S(=O)(=O)N3CCCC(C(=O)NCc4ccccc4Cl)C3)cc2CC1C (configuration not stated)
    -3	2	1	2	-4	-1	-2	6	-0.3	-0.6
> CCCOc1ccc(OCCSc2ncccn2)cc1
    5	8	-2	1	-7	-4	1	4	0.5	1.1
> O=S(=O)(c1cccc(C(F)(F)F)c1)N1CCN(CC(O)COCc2ccccc2)CC1 (configuration not stated)
    -3	0	-10	-1	9	-2	-8	1	-0.4	-0.5
> CCCC1(c2ccccc2)NC(=O)N(CC(=O)N2CC(=O)Nc3ccccc32)C1=O (configuration not stated)
    2	-4	8	-1	-2	1	-18	-1	0.1	-1.2
> O=C(Nc1cccc(-c2nc3ccccc3[nH]2)c1)c1ccco1
    11	14	-3	13	15	4	3	4	-0.2	-1.6
> O=C(CCN1C(=O)C2C3CCC(C3)C2C1=O)Nc1cccc(Cl)c1 (configuration not stated)
    -10	-3	1	2	5	-8	-5	-5	0.1	1.3
> Cc1cccc(C)c1OCC(=O)Nc1ccc2c(c1)C(=O)NC2=O
    -2	-1	2	-10	-10	-1	-42	-1	-5.7	0.5
> Cc1ccc(NC(=O)CCC(=O)c2cccs2)nc1
    -6	-2	-3	-6	-7	12	-4	3	0.0	0.5
> O=C(NC(Cc1ccccc1)C(=O)N1CCN(c2ccccc2O)CC1)c1ccccc1 (configuration not stated)
    -2	-2	4	-1	8	-2	-6	-6	0.5	-2.6
> Cc1sc(NC(=O)C2CSC3(C)CCC(=O)N23)nc1-c1ccccc1 (configuration not stated)
    -3	4	-23	-3	-6	2	2	0	0.4	0.0
> O=C(Nc1nc(-c2nc3ccccc3s2)cs1)C1COc2ccccc2O1 (configuration not stated)
    9	0	-10	4	-8	15	-24	-2	-22	-0.9
> Cc1cc(C(=O)NNC(=O)c2c(-c3c(Cl)cccc3Cl)noc2C)no1
    -10	1	-3	1	-6	2	7	11	0.0	-1.1
> CN(C(=O)CS(=O)(=O)c1cn(CC(=O)N2CCCC2)c2ccccc12)c1ccccc1
    2	3	10	-1	0	-6	-6	2	-0.1	2.7
> O=C1NCC(COCc2ccccc2)O1 (configuration not stated)
    -2	-2	-4	-2	8	3	0	-5	0.4	-0.4

# Continued.
# Results follow in this order: ARFGAP1 inh	GC-A act	sPLA2-III inh	NPR2 activator	ASAP1 GAP inh	rCAG RNA binder	ADAM10 inh	Tn6 DDE FP	proKLK7 act	FXN GAA850 act
> O=C(C1CC1)n1cc(C(=S)N2CCOCC2)c2ccccc21
    -2	0	7	-2	-3	-2	-2	3	0.1	-2.2
> COCCn1c(C)cc2c(c1=O)C(c1ccco1)C(C#N)=C(N)O2 (configuration not stated)
    3	-1	3	-3	0	1	-141	4	-6.3	0.2
> CC(C)CN(C(=O)C1CCC1)c1c(N)n(Cc2ccccc2)c(=O)[nH]c1=O
    -9	2	20*	1	-7	2	-4	-7	-1.0	0.3
> CC(C)C[C@H](NC(=O)c1nc[nH]c1C(=O)NCC(=O)OC(C)(C)C)C(=O)OCc1ccccc1
    19	-2	-7	3	8	7	30*	-6	1.1	1.0

# Exported in CSV form: entries from further up.
Molecule,ARFGAP1 inh,GC-A act,sPLA2-III inh,NPR2 activator,ASAP1 GAP inh,rCAG RNA binder,ADAM10 inh,Tn6 DDE FP,proKLK7 act,FXN GAA850 act
O=C(C1CC1)n1cc(C(=S)N2CCOCC2)c2ccccc21,-2,0,7,-2,-3,-2,-2,3,0.1,-2.2
COCCn1c(C)cc2c(c1=O)C(c1ccco1)C(C#N)=C(N)O2 (configuration not stated),3,-1,3,-3,0,1,-141,4,-6.3,0.2
